# Screening data from PubChem.
# ARNT-TACC3 inh – disruptors of ARNT/TACC3 protein interaction, primary screen, biochemical, AlphaScreen, single concentration | inhibition, % at 9.99 µM | actives 0.66% (n = 390,000) | AlphaScreen His-ARNT PAS-B/GST-TACC3 binding, luminescence; TACC3 fragment carries E629A point mutation;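 active means mean inhibition of replicates at least 50% and at least half of replicates each reaching 50%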;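 further: 0% = complete ARNT plus TACC3 wells and 100% = ARNT alone without TACC3; many hits fall short of the cut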
# ERp5 block – inhibitors of ERp5-driven insulin aggregation, primary screen, biochemical, turbidity, absorbance 650 nm, single point. Protein disulfide-isomerase A6 (Homo sapiens), Q15084. 90 min. inhibition, % at 9.99 µM. actives 0.05% (n = 350,000). AID 651711, 2012;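 active means mean replicate inhibition above about 25%, with every replicate also reaching it, limit read from the data, passing the limit was not always enough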
# Target sequence (Q15084 whole entry, looked up): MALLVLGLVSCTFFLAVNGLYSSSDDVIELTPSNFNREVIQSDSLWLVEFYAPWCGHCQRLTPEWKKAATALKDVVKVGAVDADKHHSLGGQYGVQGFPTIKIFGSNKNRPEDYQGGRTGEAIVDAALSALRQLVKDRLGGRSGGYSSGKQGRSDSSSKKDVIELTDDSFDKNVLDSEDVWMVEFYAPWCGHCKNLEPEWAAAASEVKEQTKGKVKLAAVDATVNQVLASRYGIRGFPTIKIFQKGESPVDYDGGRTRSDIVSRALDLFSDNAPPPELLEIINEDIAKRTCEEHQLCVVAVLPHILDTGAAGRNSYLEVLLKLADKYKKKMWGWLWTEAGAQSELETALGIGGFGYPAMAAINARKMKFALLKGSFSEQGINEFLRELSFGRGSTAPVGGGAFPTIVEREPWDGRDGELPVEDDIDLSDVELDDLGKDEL
# esBAF inh – Bmi1 luciferase reporter increase in mESCs, primary screen, esBAF inhibitor project, mouse ES cells, Bmi1 luciferase knock-in, single point; 24 h; 100% = twice the neutral-well signal; reporter increase, % at 12.5 µM; actives 2% (n = 350,000); AID 602393, 2012; in the data active means activation above about 40%;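 further: 0% = median of the plate's neutral control wells and 100% = double that signal; a rise in the Bmi1 reporter signal indicates esBAF inhibition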
# Cneo AK release – Cryptococcus neoformans cell lysis inducers, primary screen, AK release luminescence, single concentration | lysis activity, % at 15 µM | C. neoformans lysis, adenylate kinase release luminescence, 4 h; normalised: neutral wells 0, clomiphene wells 100 | actives 0.2% (n = 360,000);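 active means mean lysis activity across replicates of at least 80%, whatever share of replicates individually reach that level; inactive means mean lysis activity below 80%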
#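 Test system: log-phase Cryptococcus neoformans yeast cells. Input: 5 × 10^6 yeast cells/mL. Medium: fresh YPD growth medium. Doses: single dose. Incubation: static 4 h at 37 °C with compound, 1 h detection. Measured by: luminescent adenylate kinase detection reagent. Read-out: signal increase indicating cell lysis. Benchmarks: Clomiphene.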
# SIRT5 block – SIRT5 desuccinylase inhibitors, primary screen, biochemical, fluorescence imaging, single point, set 5. NAD-dependent protein deacylase sirtuin-5, mitochondrial (Homo sapiens), Q9NXA8. Purified SirT5, succinyl-peptide AMC, trypsin-coupled fluorescence. inhibition, % at 15 µM. actives 1.1% (n = 330,000). AID 652115, 2013; in the data active means inhibition above about 15%
# Target sequence (Q9NXA8 whole entry, looked up): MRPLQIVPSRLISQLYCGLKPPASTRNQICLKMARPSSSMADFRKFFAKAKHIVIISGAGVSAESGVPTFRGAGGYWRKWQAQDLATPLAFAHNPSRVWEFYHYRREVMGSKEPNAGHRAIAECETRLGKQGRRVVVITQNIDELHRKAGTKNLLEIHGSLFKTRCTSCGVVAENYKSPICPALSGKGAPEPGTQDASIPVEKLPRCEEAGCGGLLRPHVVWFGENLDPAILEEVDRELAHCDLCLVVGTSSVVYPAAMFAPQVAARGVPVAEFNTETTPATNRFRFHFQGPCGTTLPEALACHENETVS
# miR122 inh – miR-122 Renilla sensor signal increase in Huh7, primary screen, miR-122 inhibitor project, cell-based, single point, plate reader. activation (reporter increase), % at 12.5 µM. actives 0.3% (n = 340,000). Huh7 miR-122 Renilla luciferase sensor, 48 h; neutral wells = 0, positive control = 100. AID 602342, 2012;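 active means mean replicate activation score at least 90 and every replicate individually at or above 90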;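 further: higher luciferase means less miR-122 activity so hits act as miR-122 inhibitors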
# Statin myotox sup – suppressors of statin myotoxicity in C2C12 myotubes, primary screen, cell-based, single point, plate reader | rescue of ATP level, % at 7.49 µM | C2C12 myotubes + simvastatin, ATP luminescence, 48 h; scaled: DMSO 0, geranylgeraniol control 100 | AID 602340, 2012 | actives 0.78% (n = 330,000);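 active means mean ATP rescue above about 67%, or every replicate alone reaching that limit, limit read from the data, passing the limit was not always enough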;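 further: myotubes were challenged with 10 µM simvastatin during compound exposure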
# An asterisk follows results filed as active; . = not tested or not shown; [ ] = dose if it differs, or a comment. Compounds were not picked by outcome, and some 4% of all compounds hit somewhere here.
# The first 13 records, to show the layout:
# Results follow in this order: ARNT-TACC3 inh	ERp5 block	esBAF inh	Cneo AK release	SIRT5 block	miR122 inh	Statin myotox sup
Cn1nc([N+](=O)[O-])nc1Oc1ccc2ccccc2c1
 : -1	.	-7	-3	.	15	-4
CCCSCCCNC(=O)c1ccc(NC(=O)C2=CSCCO2)cc1
 : -1	-1	55*	-4	0	4	3
CCOc1ccc(CCNC(=O)c2ccc(CS(=O)Cc3ccc(Cl)cc3)o2)cc1 (stereo unspecified)
 : -3	-10	5	-1	-1	.	16
CCNC(=O)C[C@H]1CC[C@@H]2[C@@H](COc3ccc(NC(=O)Nc4ccccc4Cl)cc3C(=O)N2C)O1
 : 0	5	2	51	-2	-22[16.7 µM]	19
O=C(O)c1cc2ccccc2c2cc(Br)ccc12
 : -18	-3	-5	0	1	.	1
C[C@H]1CN([C@@H](C)CO)C(=O)c2cc(NS(C)(=O)=O)ccc2O[C@@H]1CN(C)Cc1ccc2c(c1)OCO2
 : -4	2	-7	-2	-2	6[16.7 µM]	7
CC(C)[C@H](NC(=O)c1ccco1)C(=O)NCc1ccccc1
 : -5	6	-2	-9	2	.	31
COc1ccc(CC(=O)NCC(=O)N=Nc2c(O)[nH]c3ccccc23)cc1
 : -5	2	-5	0	1	2	6
O=C(OC1CCOC1=O)C1CCN(S(=O)(=O)c2ccccc2)CC1 (stereo unspecified)
 : -1	4	0	0	-2	-4	14
N/C(=N\OC(=O)c1cnn(-c2ccccc2)c1C(F)(F)F)c1cc(C(F)(F)F)cc(C(F)(F)F)c1
 : -5	2	.	.	-4	.	.
OCCCNC(=S)Nc1ccc(Br)cc1Cl
 : -27	1	3	6	0	1	-7
CC(=O)N1CCOc2ccc(S(=O)(=O)N3CCC(C(=O)Nc4ccc(F)cc4)CC3)cc21
 : -3	6	2	24	5	-1	-5
COC(CN1C(=O)C(=O)/C(=C(/O)c2ccccc2)C1c1ccccn1)OC (stereo unspecified)
 : -2	3	-4	.	4	-3	4

# The listing (from the top)
# Results follow in this order: ARNT-TACC3 inh	ERp5 block	esBAF inh	Cneo AK release	SIRT5 block	miR122 inh	Statin myotox sup
Cn1nc([N+](=O)[O-])nc1Oc1ccc2ccccc2c1
 : -1	.	-7	-3	.	15	-4
CCCSCCCNC(=O)c1ccc(NC(=O)C2=CSCCO2)cc1
 : -1	-1	55*	-4	0	4	3
CCOc1ccc(CCNC(=O)c2ccc(CS(=O)Cc3ccc(Cl)cc3)o2)cc1 (stereo unspecified)
 : -3	-10	5	-1	-1	.	16
CCNC(=O)C[C@H]1CC[C@@H]2[C@@H](COc3ccc(NC(=O)Nc4ccccc4Cl)cc3C(=O)N2C)O1
 : 0	5	2	51	-2	-22[16.7 µM]	19
O=C(O)c1cc2ccccc2c2cc(Br)ccc12
 : -18	-3	-5	0	1	.	1
C[C@H]1CN([C@@H](C)CO)C(=O)c2cc(NS(C)(=O)=O)ccc2O[C@@H]1CN(C)Cc1ccc2c(c1)OCO2
 : -4	2	-7	-2	-2	6[16.7 µM]	7
CC(C)[C@H](NC(=O)c1ccco1)C(=O)NCc1ccccc1
 : -5	6	-2	-9	2	.	31
COc1ccc(CC(=O)NCC(=O)N=Nc2c(O)[nH]c3ccccc23)cc1
 : -5	2	-5	0	1	2	6
O=C(OC1CCOC1=O)C1CCN(S(=O)(=O)c2ccccc2)CC1 (stereo unspecified)
 : -1	4	0	0	-2	-4	14
N/C(=N\OC(=O)c1cnn(-c2ccccc2)c1C(F)(F)F)c1cc(C(F)(F)F)cc(C(F)(F)F)c1
 : -5	2	.	.	-4	.	.
OCCCNC(=S)Nc1ccc(Br)cc1Cl
 : -27	1	3	6	0	1	-7
CC(=O)N1CCOc2ccc(S(=O)(=O)N3CCC(C(=O)Nc4ccc(F)cc4)CC3)cc21
 : -3	6	2	24	5	-1	-5
COC(CN1C(=O)C(=O)/C(=C(/O)c2ccccc2)C1c1ccccn1)OC (stereo unspecified)
 : -2	3	-4	.	4	-3	4
CC(C)CCNC(=O)C1C2C=CC3(CN(Cc4ccccc4Cl)C(=O)C13)O2 (stereo unspecified)
 : -16	6	-2	0	-1	4	-10
CCOc1ccc(S(=O)(=O)N2CCC(C(=O)OC(C)C(=O)N3CCOCC3)CC2)cc1 (stereo unspecified)
 : -3	1	.	2	-3	.	-28
COc1ccc(CCNC(=O)CCn2c(SCC(=O)N3CCCC3)nc3ccccc3c2=O)cc1OC
 : -2	5	.	-1	0	-4	.
Cc1ccc(NC(=O)CS(=O)(=O)c2c[nH]c3ccccc23)c(C)c1
 : 9	.	-3	0	.	10	.
O=C(/C=C/[C@H]1O[C@@H](n2ccc(=O)[nH]c2=O)[C@H](O)[C@@H]1O)NCc1ccccc1
 : .	11	-6	-2	7	-1	0
CCC(=O)N1[C@@H](CO)[C@@H](c2ccccc2)[C@@H]1CN(C(C)C)S(C)(=O)=O
 : -4	2	3	0	0	25[16.7 µM]	4
O=C(CN1CCOCC1)NCC[C@H]1CC[C@H](NC(=O)Nc2ccc(C(F)(F)F)cc2)[C@H](CO)O1
 : 12	1	-1	-4	2	-8[16.7 µM]	8
COc1ccc(NC(=O)C(C)N2C(=O)c3ccccc3C2=O)cc1S(=O)(=O)N1CCOCC1 (stereo unspecified)
 : -3	-2	.	.	-2	5	.
CC(NC(=O)COc1ccc(Br)cc1)C(=O)O (stereo unspecified)
 : 1	-6	-4	0	-2	.	14
Cc1nc2ccccn2c1C(=O)NNC(=O)Nc1cccc(C(F)(F)F)c1
 : -4	-4	-6	3	-3	4	7
C/C(=C\c1ccccc1)CN1CCN(C(C)C)C(CCO)C1 (stereo unspecified)
 : -12	-4	1	-4	4	.	-4
COc1ccc(C#Cc2ccc3c(c2)[C@@H]2[C@@H](CCN2S(=O)(=O)c2ccccc2C)[C@@H](CO)N3)cc1
 : 0	1	1	13	3	3[16.7 µM]	-2
Nc1nc(F)nc2c1ncn2[C@@H]1O[C@H](CO)[C@@H](O)[C@@H]1O
 : -4	-2	-12	-1	8	1	-6
Cc1ccc(NC(=O)CNC(=O)c2ccccc2F)cc1Cl
 : 1	.	15	0	.	0	-21
Cc1occc1-c1nnc(SCC(=O)N2CCCCC2)n1C
 : 0	7	3	1	-17	5	4
COc1cccc(CNC(=O)c2cc(C)nc3ccccc23)c1
 : 1	2	-2	.	6	-3	10
NCC1CCC(C(=O)Oc2ccc(CCC(=O)O)cc2)CC1 (stereo unspecified)
 : -3	9	-13	-2	-3	-3	1
C[C@@H]1CCCCO[C@H](CN(C)Cc2ccc(C(F)(F)F)cc2)[C@H](C)CN([C@H](C)CO)C(=O)c2cc(NC(=O)C3CCCCC3)ccc2O1
 : 1	.	-2	1	.	-6[16.7 µM]	.
O=C(C1CC1)N1N=C(c2ccc(Br)cc2)CC1(O)C(F)(F)F (stereo unspecified)
 : 21	1	-3	3	-2	1	-2
Cc1cnc(C(=O)N2CCCC(N3CCN(c4ccccc4F)CC3)C2)cn1 (stereo unspecified)
 : -19	1	-1	-3	-2	.	1
COc1ccc(NS(=O)(=O)c2cc(NC(=O)c3ccc(=O)[nH]c3)ccc2N2CCCC2)cc1
 : 13	-1	.	-1	0	155*	.
COc1ccc(OC)c(S(=O)(=O)N2CCCc3ccccc32)c1
 : -3	.	11	-2	.	6	-15
C[C@@H]1CCCCO[C@H](CN(C)Cc2ccc(C(F)(F)F)cc2)[C@@H](C)CN([C@H](C)CO)C(=O)c2cc(NC(=O)C3CCCCC3)ccc2O1
 : -20	.	1	-3	.	-8[16.7 µM]	.
O=C(CSc1nncs1)N1c2ccccc2Sc2ccccc21
 : 0	.	6	0	.	-6	1
OCCNCCCCOc1ccc(OCc2ccccc2)cc1
 : 6	1	11	3	-3	1	8
O=[N+]([O-])c1cccc(/C=N/Nc2nc(N3CCOCC3)nc(N3CCOCC3)n2)c1
 : -13	0	.	.	0	.	.
CN1C(=O)c2cc(NC(=O)C3CCOCC3)ccc2OC[C@@H]2O[C@H](CC(=O)NCC3CC3)CC[C@@H]21
 : -9	-5	0	-3	3	1[16.7 µM]	-5
O=C(Cn1cc2c(n1)CCCC2)N1CCCc2ccccc21
 : .	5	3	0	.	0	11
O=C(NC1CCCC1)c1ccc(CS(=O)(=O)c2ccc(Br)cc2)o1
 : -5	-2	4	-1	.	0	-4
Cc1nc(-c2cccc(NC(=O)C(C)Oc3ccccc3)c2)cs1 (stereo unspecified)
 : -6	-13	8	0	3	-2	6
CC1(C(=O)NS(=O)(=O)c2ccc(Cl)s2)CCN1C(=O)C1(c2ccccc2)CCCC1 (stereo unspecified)
 : .	0	-2	-1	0	4	7
Cc1ccc(CN2CCCC(CO)(Cc3ccccc3C)C2)s1 (stereo unspecified)
 : -15	-2	-6	1	.	-2	-6
Cc1noc(C)c1NC(=O)Nc1ccc2c(c1)C(=O)N([C@@H](C)CO)C[C@@H](C)[C@H](CN(C)C(=O)Nc1ccc3c(c1)OCO3)O2
 : -11	1	6	0	-1	11[16.7 µM]	4
Nc1cc(C(F)(F)F)ccc1-n1cccc1
 : -1	0	.	.	-2	.	.
O=C(CS(=O)(=O)Cc1ccccc1)NCc1ccc2c(c1)OCO2
 : -6	.	-4	1	.	0	11
O=C(NCc1cccnc1)Nc1cccc(Cl)c1Cl
 : -15	0	4	-3	0	.	1
O=C1CN(C(=O)COc2ccc(Br)cc2Br)c2ccccc2N1
 : 1	4	.	.	-3	.	.

# Next results.
# Results follow in this order: ARNT-TACC3 inh	ERp5 block	esBAF inh	Cneo AK release	SIRT5 block	miR122 inh	Statin myotox sup
O=C(c1ccc2nc(Cc3cccc(Cl)c3)oc2c1)N1CCC(CO)CC1
 : -6	3	-6	6	-3	3	4
Cc1ccc(S(=O)(=O)N2CCN(C(=O)c3ccc(-n4cncn4)c([N+](=O)[O-])c3)CC2)cc1C
 : 1	7	4	4	-2	-4	1
CC(C)(C)c1ccc(S(=O)(=O)NC(=O)C2(C)CCN2C(=O)Cc2ccccc2Cl)cc1 (stereo unspecified)
 : .	1	-1	2	-3	.	2
Cc1ccc2[nH]c3c(c2c1)CN(C(=O)CN1CCSCC1)CC3
 : 1	.	-4	0	.	.	.
Fc1ccc(CSc2nncn2NC/C=C/c2ccccc2)cc1
 : 1	.	.	1	.	2	.
CCN(CC)CCNC(=O)c1ccc(NC(=O)c2cc(S(=O)(=O)N3CCCCC3)ccc2N2CCOCC2)cc1
 : -1	-9	8	-3	-6	-3	-10
CC1CCCN(CCCNC(=O)C2CC(=O)N(c3ccc(F)c(Cl)c3)C2)C1 (stereo unspecified)
 : -5	.	-6	.	.	-3	-2
COc1ccccc1N(CC(=O)N1CCN(c2ccc(F)cc2)CC1)S(=O)(=O)c1ccc(C)cc1
 : -9	3	.	0	-2	0	.
N#C[C@@H]1[C@H](c2ccc(C3=CCCC3)cc2)[C@@H](CO)N1C(=O)Cc1ccncc1
 : 0	2	6	-4	0	.	13
Cn1nc(-c2ccccc2)c(C(=O)Nc2ccc(Cl)cc2)c1Cl
 : -1	.	-8	-1	.	4	-3
CCOCCCn1c(=S)[nH]c2cc(C(=O)N3CCN(C)CC3)ccc2c1=O
 : -5	-14	3	.	0	10	1
CCCNC(=O)N1[C@@H](CO)[C@@H]2c3ccccc3N(C(=O)Nc3ccccc3)C[C@@H]21
 : -6	2	17	-3	0	-10[16.7 µM]	-3
